# Assay outcomes deposited in PubChem by several laboratories.
# HTRA1 inhibitor: HTRA1 serine protease inhibitors, primary screen, biochemical, fluorescence polarization, HTS; Q92743; recombinant HTRA1, FP-rhodamine activity-based probe; inhibition, % at 5.96 µM; 0.5% of 340,000 active; in the data active means inhibition above about 36%;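 further: 0% = enzyme with DMSO and 100% = wells lacking enzyme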
# Target sequence (Q92743 whole entry, looked up): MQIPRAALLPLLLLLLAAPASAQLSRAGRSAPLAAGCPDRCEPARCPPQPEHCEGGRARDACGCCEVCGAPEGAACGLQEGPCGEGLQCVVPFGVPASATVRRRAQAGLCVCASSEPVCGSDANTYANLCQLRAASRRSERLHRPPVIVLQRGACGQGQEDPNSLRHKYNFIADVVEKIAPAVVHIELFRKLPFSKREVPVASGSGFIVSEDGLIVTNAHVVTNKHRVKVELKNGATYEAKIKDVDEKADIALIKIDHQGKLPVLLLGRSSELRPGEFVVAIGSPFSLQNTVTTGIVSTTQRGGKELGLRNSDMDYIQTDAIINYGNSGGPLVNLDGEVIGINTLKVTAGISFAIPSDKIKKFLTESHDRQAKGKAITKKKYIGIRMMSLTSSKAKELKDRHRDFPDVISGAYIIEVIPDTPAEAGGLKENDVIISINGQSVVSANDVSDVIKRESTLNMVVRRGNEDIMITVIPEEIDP
# Rev-erbA mod: modulators of Rev-erb alpha DNA binding, primary screen, biochemical, FITC-DNA, fluorescence polarization, uHTS. Nuclear receptor subfamily 1 group D member 1 (Homo sapiens), P20393. Rev-erbα–FITC-DNA binding, 90 min. activity, % at 10 µM. 0.79% of 370,000 active;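 active means activity above about 14%, limit read from the data; passing the limit was not always enough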;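 further: 0% = DMSO wells with 35 nM protein and 100% = DMSO wells with 750 nM protein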
# ARFGAP1 inhibitor: inhibitors of rat ARFGAP1 GAP activity, primary screen, biochemical, fluorescence polarization, GDP tracer | ADP-ribosylation factor GTPase-activating protein 1 (Rattus norvegicus), Q62848 | inhibition, % at 16.5 µM | Arfgap1-stimulated ARF1 GTP hydrolysis, GDP FP detection | 0.26% of 360,000 active;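 active means inhibition above a per-plate limit, mean inhibition of low control wells plus 3 SD, cut at about 25% in these data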;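 further: 0% = DMSO wells with enzyme and 100% = wells lacking Arfgap1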
# Target sequence (Q62848 1-136 limits assumed): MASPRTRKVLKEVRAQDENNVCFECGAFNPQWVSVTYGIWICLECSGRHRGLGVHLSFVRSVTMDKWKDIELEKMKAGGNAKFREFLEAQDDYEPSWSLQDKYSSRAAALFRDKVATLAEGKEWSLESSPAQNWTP
#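 material = rat Arfgap1 catalytic domain, aa 1-136 | also added = human ARF1(Δ1-17)-GTP substrate | compound dosing = one concentration, 16.5 µM, DMSO 1.26% | times = GTP hydrolysis reaction 2 h at 25 °C | measured by = FP, GDP Alexa 633 tracer displaced from anti-GDP antibody, 620/688 nm | evaluation = percent inhibition of Arfgap1-stimulated GTP hydrolysis | replication = single well per compound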
# ASAP1 inh: inhibitors of human ASAP1 ArfGAP activity, primary screen, biochemical, fluorescence polarization; Arf-GAP with SH3 domain, ANK repeat and PH domain-containing protein 1 (Homo sapiens), …; ASAP1-stimulated ARF1 GTP hydrolysis, GDP FP detection; inhibition, % at 16.5 µM; 0.19% of 360,000 active; AID 624377, 2012; in the data active means inhibition above about 25%;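 further: 0% = vehicle with enzyme and substrate and 100% = no enzyme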
# Target sequence (Q9ULH1 325-724 limits assumed): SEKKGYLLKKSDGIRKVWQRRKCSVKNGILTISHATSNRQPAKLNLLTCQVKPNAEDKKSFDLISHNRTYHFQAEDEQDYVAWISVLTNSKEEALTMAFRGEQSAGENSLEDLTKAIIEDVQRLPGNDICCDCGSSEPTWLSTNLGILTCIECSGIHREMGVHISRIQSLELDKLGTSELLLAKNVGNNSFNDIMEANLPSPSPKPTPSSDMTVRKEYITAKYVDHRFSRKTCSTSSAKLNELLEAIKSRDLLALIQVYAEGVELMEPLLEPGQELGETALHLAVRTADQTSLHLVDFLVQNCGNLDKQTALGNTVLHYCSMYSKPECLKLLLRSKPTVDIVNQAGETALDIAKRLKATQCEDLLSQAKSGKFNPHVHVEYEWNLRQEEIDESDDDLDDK
# GC-B act: human GC-B receptor activators, primary screen, HEK293 GC-B cells, cGMP TR-FRET, EC30 CNP; 0% at EC30 CNP, 100% saturating CNP; activation, % at 10 µM; 0.11% of 370,000 active; AID 1920062, 2024;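 active means activation at 10 µM reaching about 35% in either raw or pattern-adjusted values, limit read from the data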
# SMARCA2 activ: SMARCA2 (BRM) function activators, primary screen, cell-based, luminescence, high throughput; activation, % at 9.1 µM; 1% of 370,000 active; AID 652017, 2013; MG213 cells, MMTV-luciferase reporter, dexamethasone, overnight; in the data active means activation above about 7.8%;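 further: 0% = vehicle wells and 100% = reference activator wells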
# PG9 binder: binders of HIV-1 gp120 antibody PG9, primary screen, biochemical, TR-FRET; HIV-1 gp120 / PG9 antibody interaction; TR-FRET gp120-PG9 antibody binding; 0.43% of 360,000 active; inhibition, % at 6.7 µM; in the data active means inhibition above about 8.5%
# mABHD4 FP: ABHD4 inhibitors, primary screen, biochemical, fluorescence polarization, mouse; (Lyso)-N-acylphosphatidylethanolamine lipase (Mus musculus), Q8VD66; purified mABHD4, FP-Rh probe fluorescence polarization; inhibition, % at 8.92 µM; 0.54% of 370,000 active; AID 720543, 2013;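 active means inhibition exceeding the mean over every tested compound plus 3 SD, cut at about 30% in these data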;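 further: 0% = plate median of compound wells and 100% = S159A mutant with DMSO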
#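 Material: mouse ABHD4 enzyme, wild type; Benchmarks: S159A mutant high control, sample median low control; Buffer or medium: HEPES pH 7.0, NaCl, Pluronic buffer; Signal: fluorescence polarization; Read-out: percent inhibition of probe binding, normalized to plate controls; Timing: pre-incubation 45 min, probe exposure 60 min, at 25 °C; Dosing: 8.92 µM, single dose.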
# GC-A act: GC-A stimulated cGMP production enhancers – HEK293 GC-A cells, cGMP TR-FRET, EC30 ANP, primary screen | 0.14% of 370,000 active | Atrial natriuretic peptide receptor 1 (Homo sapiens), P16066 | activation, % at 10 µM | 0% at EC30 ANP, 100% saturating ANP; in the data active means activation above about 40%
# rCAG RNA binder: binders of r(CAG) RNA repeats, primary screen, biochemical, fluorescence | r(CAG) RNA repeat, TO-PRO-1 dye displacement fluorescence | inhibition, % at 3 µM | 1.3% of 370,000 active;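 active means inhibition above the plate cutoff, the mean of all test compounds on that plate plus 3 SD, cut at about 35% in these data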;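 further: 0% = DMSO alone and 100% = 100 µM mitoxantrone as full dye displacement; higher means more dye released from RNA so lower well fluorescence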
# * marks the source's active call; other numbers are inactive results; nt = not tested or not shown.
SMILES,HTRA1 inhibitor,Rev-erbA mod,ARFGAP1 inhibitor,ASAP1 inh,GC-B act,SMARCA2 activ,PG9 binder,mABHD4 FP,GC-A act,rCAG RNA binder
Cc1ccc(-c2nnc(Nc3ccc(O)cc3)c3ccccc23)cc1S(=O)(=O)NCCO,27,1,1,-2,7,-1,-0.5,6,1,3
O=C(NCCc1ccccc1)C(=O)NCc1ccncc1,1,-3,6,-6,10,-1,0.2,-8,-4,-9
CN=C(c1ccc([N+](=O)[O-])cc1)N1CCCCC1,-9,-9,-6,-11,1,-3,-1.8,-4,-1,-1
CCCc1nc(SCC(=O)NCc2ccco2)c2c(=O)n(C)c(=O)n(C)c2n1,-1,-8,-3,10,-7,1,1.6,1,5,4
Cc1ccc(OCC(=O)N/N=C\c2cccs2)c([N+](=O)[O-])c1,4,0,15,8,2,4,0.9,-4,-1,5
CCOC(=O)CN1CC23C=CC(O2)C(C(=O)NC2CCCCC2)C3C1=O (stereo unspecified),1,7,11,-10,1,2,-1.0,-4,6,-1
O=C(COC(=O)c1ccncc1)c1ccc(Cl)c(Cl)c1,2,-4,10,-12,-3,3,0.0,-4,0,-2
CC(NS(=O)(=O)c1ccc(F)cc1)C(c1cccs1)N1CCOCC1 (stereo unspecified),0,3,-10,4,5,-2,-3.4,5,0,-1
CCn1c(C)nc2cc(N)ccc21,0,0,6,-2,-6,-1,-1.5,1,0,-1
Nc1ccc(N2CCOCC2)cc1C(F)(F)F,4,-8,-2,-2,4,0,-0.7,-1,1,0
NC(=O)C1=C[C@H](c2coc3ccccc3c2=O)C[C@H](OCCCCO)O1,-5,0,-7,12,3,-1,0.6,1,-1,8
O=C(NCCCN1CCCCC1)C1(S(=O)(=O)c2ccc(Cl)cc2)CC1,3,0,0,-11,4,-2,0.0,-2,-1,3
O=C(COC(=O)c1cc(-c2ccco2)nc2ccccc12)NCc1ccccc1,-15,-6,13,6,-6,7,1.3,-2,-4,38*
CCCCn1c(N)c(N(CC(C)C)C(=O)CCCc2nc3ccccc3s2)c(=O)[nH]c1=O,-5,-3,1,1,-5,-1,1.8,0,0,-4
CC(C)(C)c1ccc(NC(=O)c2ccsc2)cc1,nt,1,-1,6,0,8,-1.9,-8,-6,-1
COCCCNC(=O)[C@H](CSCc1ccccc1)N1Cc2ccccc2C1=O,8,-1,4,9,0,-4,-0.3,-3,2,-5
N#CCC(=O)N/N=C/c1cn(Cc2ccc(Cl)c(Cl)c2)c2ccccc12,-4,1,0,-7,-2,-2,-4.3,1,3,3
CN(CC(=O)Nc1ccccc1Br)C(=O)c1ccc2c(=O)n3c(nc2c1)CCC3,5,-7,1,-22,3,-4,-0.2,3,-2,3
Cc1ccc(OCc2nnc(SCC(=O)C(C)(C)C)n2Cc2ccco2)cc1,-8,-1,3,1,-1,1,-2.3,-1,-4,-7
COc1ccc(CCN(C)C(=O)COc2ccc(N(C)S(=O)(=O)c3ccc(C)cc3)cc2)cc1OC,-9,5,-13,-3,-5,-3,2.1,-7,-6,-3

# An excerpt from above in order of formula weight, rising.
SMILES,HTRA1 inhibitor,Rev-erbA mod,ARFGAP1 inhibitor,ASAP1 inh,GC-B act,SMARCA2 activ,PG9 binder,mABHD4 FP,GC-A act,rCAG RNA binder
CCn1c(C)nc2cc(N)ccc21,0,0,6,-2,-6,-1,-1.5,1,0,-1
O=C(COC(=O)c1ccncc1)c1ccc(Cl)c(Cl)c1,2,-4,10,-12,-3,3,0.0,-4,0,-2
NC(=O)C1=C[C@H](c2coc3ccccc3c2=O)C[C@H](OCCCCO)O1,-5,0,-7,12,3,-1,0.6,1,-1,8
CCOC(=O)CN1CC23C=CC(O2)C(C(=O)NC2CCCCC2)C3C1=O (stereo unspecified),1,7,11,-10,1,2,-1.0,-4,6,-1
CC(NS(=O)(=O)c1ccc(F)cc1)C(c1cccs1)N1CCOCC1 (stereo unspecified),0,3,-10,4,5,-2,-3.4,5,0,-1
O=C(NCCCN1CCCCC1)C1(S(=O)(=O)c2ccc(Cl)cc2)CC1,3,0,0,-11,4,-2,0.0,-2,-1,3
O=C(COC(=O)c1cc(-c2ccco2)nc2ccccc12)NCc1ccccc1,-15,-6,13,6,-6,7,1.3,-2,-4,38*
COCCCNC(=O)[C@H](CSCc1ccccc1)N1Cc2ccccc2C1=O,8,-1,4,9,0,-4,-0.3,-3,2,-5
Cc1ccc(OCc2nnc(SCC(=O)C(C)(C)C)n2Cc2ccco2)cc1,-8,-1,3,1,-1,1,-2.3,-1,-4,-7
CN(CC(=O)Nc1ccccc1Br)C(=O)c1ccc2c(=O)n3c(nc2c1)CCC3,5,-7,1,-22,3,-4,-0.2,3,-2,3
CCCCn1c(N)c(N(CC(C)C)C(=O)CCCc2nc3ccccc3s2)c(=O)[nH]c1=O,-5,-3,1,1,-5,-1,1.8,0,0,-4
COc1ccc(CCN(C)C(=O)COc2ccc(N(C)S(=O)(=O)c3ccc(C)cc3)cc2)cc1OC,-9,5,-13,-3,-5,-3,2.1,-7,-6,-3

# (next part)
SMILES,HTRA1 inhibitor,Rev-erbA mod,ARFGAP1 inhibitor,ASAP1 inh,GC-B act,SMARCA2 activ,PG9 binder,mABHD4 FP,GC-A act,rCAG RNA binder
O=C(/C=C/c1ccc2ccccc2n1)N1CCN(S(=O)(=O)c2ccccc2F)CC1,-3,-5,-2,4,-7,-3,1.7,2,-6,0
COc1ccc(CCNC(=O)c2cc(S(=O)(=O)N3CCCCC3)ccc2Cl)cc1,-2,2,-14,-2,0,-3,0.5,4,-2,-4
COc1cc(C(=O)Nc2nc(N)n(-c3ccccc3)n2)cc(OC)c1OC,-2,0,1,14,3,-3,-0.3,6,-3,-4
CCOc1cc(C(=O)N2CCC3(CC2)NCCc2[nH]cnc23)cc(OCC)c1OCC,-2,-2,-1,3,3,-1,-2.4,-5,-5,-2
CCOC(=O)c1ccc(NC(=O)CCS(=O)(=O)c2cccc3nonc23)cc1,3,2,-6,6,3,-1,-0.2,3,0,3
Cc1cccc(NC(=O)CSCC(=O)Nc2cccc(S(=O)(=O)N3CCCCCC3)c2)c1,-34,7,2,5,-3,-1,-1.7,-14,-7,2
CCn1ncc(Br)c1C(=O)Nc1cccc(F)c1,0,-4,5,-6,4,-4,-0.6,-5,-2,-3
CC(C)CC(NC(=O)c1ccco1)C(=O)Nc1ccc2c(c1)OCCO2 (stereo unspecified),6,-5,4,-7,-1,-3,-0.9,-1,-2,1
COc1ccc(CN2C(=O)CCC2(C)c2nnnn2-c2ccc3c(c2)OCCO3)cc1OC (stereo unspecified),nt,-3,8,9,2,-2,-0.9,8,0,-1
CCN(CC)C(=O)OCc1c(-c2ccccc2)ncc2ccccc12,-9,-3,12,8,1,5,0.5,-1,2,-5
COc1ccccc1-n1nnnc1S(=O)(=O)Cc1ccc(Cl)cc1,-3,1,6,-2,-1,0,-0.3,-3,1,-6
COc1ccc(N(CC(=O)N2CCN(Cc3ccccc3)CC2)S(C)(=O)=O)cc1Cl,3,5,-14,3,-2,-1,-2.3,3,-1,-5
CC1CCCC(C(=O)O)N1C(=O)CCSSCCC(=O)N1C(C)CCCC1C(=O)O (stereo unspecified),10,-7,-1,11,1,-2,0.2,12,-1,1
NCCCC(=O)N1c2ccccc2Sc2ccc(Cl)cc21,-3,-1,-5,-5,-12,1,-3.5,5,-59,10
CCCCNC(=O)C1(C)CCN1C(=O)c1ccncc1 (stereo unspecified),nt,2,-1,0,5,-1,-0.4,-5,4,1
C[N+](C)(C)C(Cc1ccccc1)C(=O)[O-] (stereo unspecified),8,2,nt,nt,3,nt,nt,nt,3,nt
O=C(O)C1CCN(Cc2cccnc2)CC1,-3,3,-3,-2,2,2,-2.0,-2,3,-3
CC(=O)Nc1ccc(N=NN2CCOCC2)cc1,2,-6,11,4,2,1,-2.4,8,4,0
Cc1cccc(C)c1NC(=O)COC(=O)c1nonc1N,-1,1,6,3,2,-1,-3.0,-8,3,0
Cc1nc2c(OCc3ccc(Cl)cc3)cccn2c1N(C)C(=O)CCC1CCCC1,nt,9,-1,9,1,8.3*,-2.4,3,-3,1
CCN1CCN(C(=S)Nc2ccc(Cl)cc2)CC1,-12,3,3,1,1,-1,0.5,-1,3,0
CC(=O)c1ccc(S(=O)(=O)N(C)CC(=O)N2CCCCCC2)cc1,-4,4,6,-4,4,-2,-1.3,-1,0,-2
COc1ccc(CN2CCC[C@]3(N[C@H](c4ccc(OC)cc4)[C@@H]4C(=O)N(C)C(=O)[C@@H]43)C2=O)cc1,6,6,6,-6,3,-2,-0.4,-2,2,0
O=c1[nH]c(Nc2ccccn2)cc2ccccc12,4,-7,-2,21,0,7,-12,9,-5,2
CCOc1ccccc1NC(=O)C1CC(=O)n2ncnc2N1 (stereo unspecified),4,-9,-4,4,6,-2,-1.1,2,2,1
CN(C)/C=C1\C(=O)N(c2ccc(Oc3ccccc3)cc2)CS1=O (stereo unspecified),-9,2,-3,9,-4,-4,-2.2,0,7,1
O=C(C[n+]1cccc2ccccc21)c1ccc(Br)cc1,-2,-2,-1,-16,1,1,1.5,2,2,4
Cn1c(CCN2CCCCC2)nc2cc(NC(=O)C3CCCCC3)ccc21,8,-4,7,8,-1,0,-0.1,-4,2,-6
COc1ccccc1CNS(=O)(=O)c1ccc2c(c1)N(C(C)=O)CC(C)S2 (stereo unspecified),-4,-1,3,7,5,-3,-0.9,-1,3,-2
O=C(Cn1cnc([N+](=O)[O-])n1)N/N=C/c1ccc(O)cc1O,-6,1,-7,0,4,-1,-2.6,-1,-2,-1
Cc1ccc(-c2cc(C(=O)Nc3ccc(S(=O)(=O)Nc4onc(C)c4C)cc3)[nH]n2)c(O)c1,-25,3,9,4,0,3,-0.6,-17,0,84*
COc1ccc(Br)cc1S(=O)(=O)Nc1cccc(C)n1,5,-4,3,-4,0,3,-1.8,-2,-2,0
